From PubChem BioAssay
NR2E3 ag-1 – human photoreceptor-specific nuclear receptor agonism; Q9Y5X4; CHO-S Gal4-NCOR/VP16-NR2E3 two-hybrid, luciferase; inhibition of corepressor binding, % at 3.98 µM; 0.35% of 360,000 active; AID 602229;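 active = inhibition above the mean of all tested compounds plus 3 SD, cut at about 70% in these data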;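 note: 0% = DMSO with NR2E3 transfected cells and 100% = cells lacking NR2E3 construct; higher means lower luciferase signal from less NR2E3 corepressor binding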
Target sequence (Q9Y5X4 whole entry, looked up, the tested form may be a part): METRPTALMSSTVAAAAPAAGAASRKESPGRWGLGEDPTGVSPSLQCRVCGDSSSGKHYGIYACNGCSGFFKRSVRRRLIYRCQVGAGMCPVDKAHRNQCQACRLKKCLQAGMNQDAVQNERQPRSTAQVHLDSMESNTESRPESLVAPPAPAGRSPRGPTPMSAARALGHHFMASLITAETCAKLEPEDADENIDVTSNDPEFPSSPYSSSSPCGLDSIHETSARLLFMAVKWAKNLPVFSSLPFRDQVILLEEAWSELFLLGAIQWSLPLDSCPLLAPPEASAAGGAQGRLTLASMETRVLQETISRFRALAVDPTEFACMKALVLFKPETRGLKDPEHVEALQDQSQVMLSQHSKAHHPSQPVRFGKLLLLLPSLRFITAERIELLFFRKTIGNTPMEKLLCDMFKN
MITF TRPM1 inh – MITF TRPM1 promoter inhibition in SK-MEL-5 cells; SK-MEL-5 TRPM1 promoter luciferase, 24 h; inhibition, % at 12.5 µM; 0.83% of 330,000 active; AID 488899;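 active = mean inhibition across replicates of 60% or more, whatever share of single replicates reaches that level; inconclusive = some that reach 60%, reason not given; inactive = mean inhibition across replicates below 60%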; note: values of inactives mirror those of a sister screen read the other way
iPSC survival up – increases survival of single human iPS cells; hiPSC single-cell survival, ATPlite luminescence; 100% = ROCK inhibitor wells, 0% = DMSO; survival enhancement, % at 20 µM; 0.044% of 360,000 active; AID 602274; in the data active = survival enhancement above about 18%;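 note: cells exposed to compounds for 16 hours before the ATP read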
aDG glyco act – increases alpha dystroglycan glycosylation. Pro5-aDG cells, alpha-DG glycosylation AlphaScreen (IIH6); 0% Pro5, 100% B10-LARGE cell signal. activation, % at 10 µM. 0.22% of 360,000 active;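 active = activation of at least 8% versus controls, or a plate z-score of at least 8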;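 note: Pro5 are CHO cells carrying HIG-tagged alpha-DG that lacks glycosylation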
Vif imaging – HIV Vif inhibition; HEK293T cells, Vif self-association by quenched fluorescence, imaging, 24 h; inhibition, % at 7.49 µM; 0.35% of 340,000 active; AID 602346; in the data active = inhibition above about 50%, passing the limit was not always enough; inconclusive = no clear call, values can overlap the other calls; inactive = below about 31%; note: some results filed as inactive read as strong as hits
NR2E3 ag-2 – agonists of human nuclear receptor NR2E3. Q9Y5X4. GST-NR2E3/biotin-RetCOR TR-FRET, 1536-well. inhibition of corepressor binding, % at 4.78 µM. 0.12% of 320,000 active. AID 2300;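 active = percent inhibition above the cutoff of mean plus 3 SD of all tested compounds, set per screening campaign, cut at about 20% in these data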;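 note: 0% = DMSO wells and 100% = biotin wells as full block of FRET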
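Format: 1536-well format; test system: GST-NR2E3 and biotin-RetCOR proteins; read-out basis: percent inhibition of TR-FRET ratio; timing: 5 h incubation at 4 °C; detection: time-resolved FRET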
HIF-2a inh – blocks HIF-2a reporter activity. 0.72% of 360,000 active. 786-0 RCC cells HIF-2a reporter, luciferase luminescence, overnight. inhibition, % at 18.8 µM;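 active = inhibition of the luminescence signal of 40% or more relative to plate controls, in a single-dose primary screen at 18.75 µM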
PDI inh – blocks human protein disulfide isomerase activity | P07237 | PDI insulin aggregation turbidity, A650, 90 min | inhibition, % at 10 µM | 0.052% of 350,000 active;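 active = mean inhibition across replicates of 30% or more, whatever share of single replicates reach that level; inconclusive = mean inhibition below 30% while every single replicate reaches 30%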;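 note: absorbance from insulin aggregation driven by PDI reduction with DTT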
Target sequence (P07237 whole entry, looked up): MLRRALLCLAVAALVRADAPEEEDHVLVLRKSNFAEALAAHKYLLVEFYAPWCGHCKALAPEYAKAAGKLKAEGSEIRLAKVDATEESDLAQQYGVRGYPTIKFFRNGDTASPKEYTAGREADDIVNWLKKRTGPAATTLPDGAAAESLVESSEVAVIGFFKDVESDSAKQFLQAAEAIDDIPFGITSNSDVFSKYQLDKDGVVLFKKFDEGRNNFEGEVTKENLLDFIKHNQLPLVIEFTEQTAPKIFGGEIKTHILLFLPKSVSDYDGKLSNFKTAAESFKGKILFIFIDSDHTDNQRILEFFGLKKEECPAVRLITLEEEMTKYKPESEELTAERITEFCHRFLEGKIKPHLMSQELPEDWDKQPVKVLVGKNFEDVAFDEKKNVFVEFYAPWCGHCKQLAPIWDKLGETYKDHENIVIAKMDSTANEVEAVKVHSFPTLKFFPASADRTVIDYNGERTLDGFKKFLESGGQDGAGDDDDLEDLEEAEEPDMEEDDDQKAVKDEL
Exocytosis inh – blocks lytic granule exocytosis | 0.66% of 360,000 active | TALL-104 LAMP-1 surface exposure, flow cytometry; cells stimulated with thapsigargin and PMA | inhibition, % at 10 µM;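 active = inhibition above about 55%, limit read from the data; inconclusive = no clear call, values can overlap the other calls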
Peg3 promoter – Peg3 promoter activity inhibition | 1.7% of 360,000 active | inhibition, % at 20 µM | AID 588405 | HeLa PEG-Prom luciferase reporter, luminescence, overnight;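 active = inhibition of at least 50% at 20 µM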
CaV13 FRET inh – Primary screen for inhibitors of IQ motif and Ca2+-dependent inactivation inhibitor domain binding in CACNA1D, Förster resonance energy transfer in living cells, … | 0.098% of 340,000 active | HEK cells, CFP/YFP FRET ICDI-IQ, plate reader, 10 min; percent FRET-ratio fall versus neutral wells | inhibition, % at 12.3 µM;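 active = mean replicate inhibition of at least 30% and at least 1% of replicates passing that level; inconclusive = only one of the two criteria is met; inactive = neither criterion is met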;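 note: 0% = median of the neutral control wells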
Active calls of the source: *; u = inconclusive; x = no result given. Outcome played no part in choosing rows; about 3.5% have a hit in one of these screens.

compound	NR2E3 ag-1	MITF TRPM1 inh	iPSC survival up	aDG glyco act	Vif imaging	NR2E3 ag-2	HIF-2a inh	PDI inh	Exocytosis inh	Peg3 promoter	CaV13 FRET inh
Cc1cc(=O)[nH]c(SCC(=O)N2CCc3ccccc3C2)n1	-8	3	4.4	-0.4	2	-2	17	-4	-3	-3	-7
Cc1cc(C(=O)OCC(=O)Nc2ccccc2C#N)c(C)o1	10	-11	-0.4	0.0	5	x	-4	-1	-1	-3	-6
CC(C)(C)c1ccc(OCCC(=O)OCC(=O)Nc2cccnc2Cl)cc1	-24	5	-0.6	0.1	3	-1	6	-2	-2	16	-5
CCOc1ccc(S(=O)(=O)N2CCN(C(=O)CN3C(=O)NC4(CCCC4)C3=O)CC2)cc1	35	-8	-0.1	-0.2	8	0	-3	0	4	7	-13
O=C(NCc1cccs1)c1ccc2c(c1)OCCO2	-41	-46	0.4	-0.1	-4	-1	-79	1	-6	-85	-4
C=CCNC(=O)C1CC2Cn3c(nc4ccccc43)C2N1C (configuration not stated)	13	-3	0.0	-0.1	-6	-1	5	-5	-18	-1	-10
COCCNC(=O)CN(Cc1ccc2c(c1)OCO2)C(=O)CCC(=O)Nc1nccs1	-32	6	6.1	0.2	-7	3	20	-3	2	2	-7
CC(=O)Nc1ccc(NC(=O)C(F)(F)F)cc1	-5	2	-1.5	-0.1	11	1	13	5	3	1	-4
S=C1NC2(CCCCC2)Nc2ccccc21	2	14	1.3	0.1	14	1	-25	-2	-3	16	-52
Cc1ccc(S(=O)(=O)c2nc(-c3ccco3)oc2NCC2CCCO2)cc1 (configuration not stated)	-6	4	0.1	0.1	-9	-3	16	-4	-5	10	-13
O=C(NCC(=O)N1CCN(C(=O)c2ccco2)CC1)c1ccc(Cl)cc1	-15	5	0.9	-0.3	2	0	9	-1	0	-10	-5
CCN(CC)c1ccc(/C=N/NC(=O)Cc2nnc(NC(=O)Nc3ccccc3)s2)cc1	-18	-10	-2.4	-0.3	4	2	2	-6	2	9	-8
CCOC(=O)C1C(=O)C=C(/C=C/c2ccccc2)CC1c1ccc(Cl)cc1 (configuration not stated)	-3	-9	0.9	-0.4	-8	3	14	-16	2	18	-15
COc1ccc(CNC(=O)C(c2ccncc2)N(C(=O)Cc2cccs2)c2ccc(C)cc2)cc1 (configuration not stated)	-28	2	-3.5	0.2	3	1	-60	2	-1	-34	x
CN(C)S(=O)(=O)c1ccc(C(=O)NC(=O)CSc2nncs2)cc1	-20	x	-0.4	-0.1	1	x	13	-4	3	-7	-15
CC1CC(C)CN(CCCNC(=O)c2ccc3c(c2)ncn3C2CCCC2)C1 (configuration not stated)	-2	-17	-0.4	-0.3	13	-2	-17	11	0	-27	-7
COc1cccc(-c2cc(N3C(=O)Nc4ccccc4N3O)n[nH]2)c1	-15	-7	1.6	-0.1	-3	5	5	-3	5	2	-5
CC(C)c1ccc(C(C)NCCS(=O)(=O)c2ccc(Br)cc2)cc1 (configuration not stated)	6	-2	-0.4	-0.1	-9	2	-10	12	1	17	-5
Cc1ccc(-n2c(C)c3c(C)nnc(C)c3c2C)cc1C	-28	5	6.8	0.2	3	0	16	-9	-1	-2	x
CN1CCN(C(=O)c2ccc(-c3ccc(Br)cc3)o2)CC1	-60	-123	-0.1	0.1	1	x	-232	4	-2	-233	-3
COc1ccc(CNCc2cc3c(cc2[N+](=O)[O-])OCO3)cc1	-11	-3	-0.6	0.2	-3	0	-49	4	1	-17	-11
CC(OC(=O)c1ccccc1NCCO)C(=O)NCC(=O)Nc1ccc(F)c(F)c1F (configuration not stated)	0	3	-0.3	0.1	0	7	-4	8	10	24	-6
Cc1ccc(OCC(=O)NCc2cccs2)c([N+](=O)[O-])n1	-8	-21	0.9	-0.1	-2	-1	-7	-5	8	-13	0
COc1ccc(C(N)c2nccc3cc(OC)c(OC)cc23)cc1OC (configuration not stated)	-36	-4	-0.3	0.0	0	6	20	-3	1	-4	x
COC(=O)c1ccc(Oc2coc3cc(OCc4ccc([N+](=O)[O-])cc4)ccc3c2=O)cc1	-7	2	-0.5	0.1	-1	2	11	0	-4	-5	-3
Cc1ccc(C(=O)NCC(C)(C)N2CCOCC2)s1	-1	-2	-0.7	0.0	22	2	12	-16	0	13	-5
CCOC(=O)c1cc(-c2ccc(F)cc2)n(CC(=O)N2CCCC2)c1C	-40	4	0.3	0.1	2	2	10	8	2	4	-4
c1ccc2oc(NC3=NCN(CC4CCCO4)CN3)nc2c1 (configuration not stated)	-106	-66	1.2	0.0	17	-3	-203	3	-2	-174	-6
Cc1ccc(C(=O)NCC(=O)N/N=C/c2sccc2C)cc1[N+](=O)[O-]	12	4	-1.5	-0.3	-9	-3	8	-3	-4	-17	-7
Cc1ccc(C)c(N2CCN(C(=O)c3ccc(Cn4c(=S)[nH]c5ccc(N6CCOCC6)cc5c4=O)cc3)CC2)c1	-18	-12	-0.9	0.4	-1	-2	-132	-7	3	-108	4
CCC(C(=O)OC)n1cnc2c(nnn2-c2ccc(OC)cc2)c1=O (configuration not stated)	11	8	2.5	-0.1	3	1	-5	-1	-2	8	-8
COc1cc(OC)cc(-c2c(-c3ccc(C(C)=O)cc3)c3cc(-c4cccc5[nH]ccc45)ccc3n2C)c1	-22	-4	-0.5	1.4	-10	x	-5	9	-2	7	-6
COc1ccc(C(=O)/C=C/Nc2cc(C)ccn2)cc1	-76	-11	-0.8	0.0	9	2	-46	-4	0	-46	-5
CCOc1ccc(N2C(=O)CC(Sc3nc(CC(C)C)ccc3C#N)C2=O)cc1 (configuration not stated)	-14	11	-1.9	0.0	-1	2	-1	-3	-4	8	-1
CCOc1ccc(CCNC(=O)COC(=O)c2ccc(OC)c(OC)c2OC)cc1OCC	-19	2	-0.2	0.9	3	-2	9	6	7	28	6
S=c1[nH]nc(COc2ccc(Cl)cc2)n1C1CCCCC1	1	6	-0.6	-0.2	1	-4	6	-3	0	18	-8
CCCCn1nnnc1C(c1ccccc1)N1CCN(c2cccc(C)c2C)CC1 (configuration not stated)	-6	x	-0.4	0.3	x	x	20	x	-1	x	-7
CCOc1cc(CNCc2ccccn2)cc(Cl)c1OC	8	5	3.1	-0.1	3	-1	12	7	-5	8	4
CN(C)c1ccc(/C=C(/NC(=O)c2ccccc2)C(=O)N2CCCC2)cc1	21	6	0.2	0.0	-5	-6	10	-5	2	8	-3
COc1nc(-c2ccccc2)ccc1-c1noc(-c2ccccc2F)n1	-62	-64	-1.2	-0.1	-4	2	-212	0	-6	-301	-5

Rewritten with two lines to a compound: part of the list above.
Every second line gives: NR2E3 ag-1, MITF TRPM1 inh, iPSC survival up, aDG glyco act, Vif imaging, NR2E3 ag-2, HIF-2a inh, PDI inh, Exocytosis inh, Peg3 promoter, CaV13 FRET inh
COc1ccc(CNCc2cc3c(cc2[N+](=O)[O-])OCO3)cc1
→ -11, -3, -0.6, 0.2, -3, 0, -49, 4, 1, -17, -11
C=CCNC(=O)C1CC2Cn3c(nc4ccccc43)C2N1C (configuration not stated)
→ 13, -3, 0.0, -0.1, -6, -1, 5, -5, -18, -1, -10

(listing goes on)
compound	NR2E3 ag-1	MITF TRPM1 inh	iPSC survival up	aDG glyco act	Vif imaging	NR2E3 ag-2	HIF-2a inh	PDI inh	Exocytosis inh	Peg3 promoter	CaV13 FRET inh
O=Cc1ccc(N2CCCC2)c(F)c1	-22	1	-0.6	-0.2	13	1	-18	1	-2	-25	-4
COc1ccc(OC)c(Cc2nnc(CCC(=O)N3CCCCCC3)o2)c1	-93	-22	3.4	0.0	u	0	-190	5	-2	-123	4
CC1CCN(Cc2ccc(-c3nnn(CC(=O)Nc4ccccc4Cl)n3)cc2)CC1	-9	-12	1.4	1.8	0	-3	12	-7	0	8	-6
NC(=S)COc1ccccc1	-8	0	-0.3	-0.2	-7	1	6	1	-6	5	-5
Cc1ccc(NC(=O)C2(N3CCC3=O)CCCCC2)cc1	23	13	4.4	-0.1	0	3	12	-3	1	-6	-11
CCN(CC(=O)Nc1cccc(Br)c1)Cc1nc2ccccc2c(=O)[nH]1	-12	-8	2.3	0.0	-5	x	42*	3	0	25	x
COc1ccc(N(C)S(=O)(=O)c2cccc(C(=O)NC3CCCC(C)C3C)c2)cc1 (configuration not stated)	12	16	-0.2	1.3	-14	-2	9	5	39	9	-5
COc1ccc(/C=C/c2c([N+](=O)[O-])c(=O)n(C)c(=O)n2C)cc1OC	-27	1	4.3	0.3	6	1	12	3	-2	0	x
CC(C)(C)c1ccc(C2(C)NC(=O)NC2=O)cc1 (configuration not stated)	-9	-12	-0.2	-0.1	0	0	10	-12	-12	7	-4
CCCn1c(SCC(=O)N(C)CC(=O)Nc2ccc(C)cc2)n[nH]c1=O	-17	-3	-3.8	0.5	14	-1	5	0	2	-12	-6
COC(=O)[C@@]12CCCN1[C@H](c1ccc(-c3ccccc3)cc1)[C@@H]1C(=O)N(C)C(=O)[C@@H]12	-11	-10	-1.3	0.4	-3	2	-66	-6	-5	-35	-9
CSc1ccc(CN(C)C(=O)c2cc(=O)c3ccccc3o2)cc1	-15	-2	-0.3	0.1	13	0	-38	-1	17	-7	-3
O=C(CSc1nnc(-c2ccncc2)n1Cc1ccccc1)NC1CCCc2ccccc21 (configuration not stated)	-3	-1	-2.7	0.0	-2	3	17	0	-1	-6	-3
CCCN(C(=O)CSc1nc2ccccc2n1CC)C1CCS(=O)(=O)C1 (configuration not stated)	2	-2	-0.2	0.1	-4	0	6	6	0	13	x
CCSc1nnc(-c2ccc(S(=O)(=O)N3CCOCC3)cc2)n1CC1CCCO1 (configuration not stated)	-11	4	-3.0	-0.3	-8	1	15	-1	3	13	-4
CCOc1ccc(OCCN(C)Cc2ccccc2)cc1	-4	5	-2.5	0.1	10	0	-2	-10	-2	7	-4
CCOC(=O)Nc1ccc(NC(=O)c2c(OC)cccc2OC)cc1	-12	3	0.3	0.3	4	-1	0	-4	1	-3	-7
CCOC(=O)Cc1c(C)nc2c(-c3ccccc3)cnn2c1C	-14	-31	-1.8	0.1	2	1	-177	0	-8	-128	-4
C[C@@H]1CCCCO[C@@H](CN(C)C(=O)c2ccncc2)[C@@H](C)CN([C@H](C)CO)C(=O)c2cc(NC(=O)Cc3ccccc3)ccc2O1	1	x	0.9	-0.2	-5	x	-12	2	-10	7	-6
CSc1ccccc1NC(=O)c1ccc(CN2CCOCC2)cc1	-38	-1	0.4	0.1	0	-1	-92	-2	0	-70	4
CC1CCN(C2=C(NS(=O)(=O)c3ccccc3)C(=O)c3ccccc3C2=O)CC1	-59	-5	-0.1	-0.3	-2	-1	-119	3	-7	-37	-4

With a hit mark in HIF-2a inh, of those listed so far:
Molecule | NR2E3 ag-1 | MITF TRPM1 inh | aDG glyco act | Vif imaging | NR2E3 ag-2 | HIF-2a inh | PDI inh | Exocytosis inh | Peg3 promoter | CaV13 FRET inh
CCN(CC(=O)Nc1cccc(Br)c1)Cc1nc2ccccc2c(=O)[nH]1 | -12 | -8 | 0.0 | -5 | x | 42* | 3 | 0 | 25 | x
